# Source: PubChem (NCI)
# Growth percent in the NCI-60 one-dose screen (48 h, 10 µM unless noted): 100 = growth as untreated, 0 = no growth, -100 = all killed.
# SN12C – SN12C renal cancer cells. hit rate 3.8% among 81,000
# U251 – U251 CNS tumor cells; hit rate 5.4% among 80,000
# TK-10 – TK-10 renal cancer cells | hit rate 3.9% among 81,000 | AID 1794769
# UO-31 – UO-31 renal cancer; hit rate 5.2% among 81,000; AID 1794768
# SF-295 – SF-295 CNS cancer cells; hit rate 5.6% among 79,000
# 786-0 – 786-0 renal cancer cells | hit rate 5.1% among 81,000
# CAKI-1 – CAKI-1 renal cancer; hit rate 4.7% among 75,000
# SF-268 – SF-268 CNS cancer cells | hit rate 3.1% among 82,000 | AID 1794759
# * hit, by the source's call; . = not tested or not shown; & = joins results of further samples; [ ] = remark or other dose. The calls were made as follows: active = growth percent below 10; inactive = the rest.
SMILES	SN12C	U251	TK-10	UO-31	SF-295	786-0	CAKI-1	SF-268
O=C(Cn1cc(CO)nn1)Nc1nc(-c2ccc(F)cc2)cs1	91	98	81	92	102	89	89	96
NS(N)(=O)=O	96	104	.	91	99	103	98	115
Nc1ccc(Cc2ccc([N+](=O)[O-])cc2)cc1	87	104	100	43	104	89	94	97
CCn1c(Sc2nnc(NC(=O)CCN3CCOCC3)s2)nc2c1c(=O)n(C)c(=O)n2C	89	97	76	73	112	99	81	99
CCOC(=O)c1cc(=O)c2ccc(OCc3ccccc3)cc2o1	105	98	100	93	102	104	.	101
S=C(Nc1ccccc1)N1CCN(c2ccccc2)CC1	98	97	103	79	104	103	87	96
CC(=O)Nc1cccc(-c2cc3ccccc3[nH]2)c1	93	96	108	82	101	97	.	92
CC12CCC(C(=N/O)/C1=N\O)C2(C)C (stereo not given)	95	98	117	90	.	109	.	102
COc1cc2c(cc1OCCCCC(=O)Nc1ccc(-c3nc4ccccc4s3)cc1)N=C[C@@H]1CCCN1C2=O	15	7.5*	-0.4*	-32*	18	-6.4*	.	7.6*
O=C(COc1ccc2c(c1)CCCC(=O)N2)NCc1ccccc1	108	91	110	85	91	101	93	98
N#Cc1ccc(C(=O)CSc2nc(Nc3cccc(S(N)(=O)=O)c3)c3ccccc3n2)cc1	89	96	113	88	97	101	93	106
Cc1ccc(-c2c3c(nc4nc(C)[nH]c(=O)c24)C(C)CCC3)cc1 (stereo not given)	112	93	116	94	104	97	.	99
O=C(CSc1nnc(-c2c[nH]c3ccccc23)n1-c1ccccc1)Nc1ccc(C(=O)/C=C/c2ccccc2Cl)cc1	84	66	103	52	72	103	74	67
COc1ccc(C(=O)/C=C/c2cc(-c3cc4ccccc4o3)n(-c3ccccc3)n2)cc1OC	89	106	94	85	91	98	90	98
COc1ccc(NC(=O)Cc2nc3nc4sc(C)c(C)c4c(=O)n3[nH]2)cc1	106	91	115	83	91	104	98	109
O=C(Nc1ccc(F)cc1)Nc1ccc(Br)c(C(F)(F)F)c1	11	12	10	7.0*	3.0*	14	.	22
Cn1c(COC(=O)NCCc2ccccn2)nc2c(N3CCOCC3)nc(Cl)nc21	-41*	9.1*	-72*	-99*	72	-75*	-79*	46
Nc1ccc(O)c(O)c1	100	100	106	94	115	101	95	116
CCOC(=O)c1cnc2cc(Cl)cc(Cl)c2c1Nc1cccc(S(=O)(=O)NC)c1	75	78	83	50	86	75	59	72
CC1(C(Cl)(Cl)Cl)C=CC(=O)C=C1	111	105	104	88	109	110	98	100
O=C(N/C=C(/c1ccccc1)S(=O)Cc1ccccc1)Nc1ccccc1Cl (stereo not given)	95	87	96	90	104	106	77	103
Cn1c([N+](=O)[O-])cnc1N1CCN(c2nncs2)C1=O	104	102	120	104	109	97	.	98
Cc1ccc(C)c([N+](=O)[O-])c1	111	109	79	83	108	110	110	103
COc1cccc(C(=O)Nc2cccc(C3CCc4c(cc(OC)c(OC)c4OC)O3)c2)c1 (stereo not given)	88	85	93	60	93	103	100	75
CCCCCCC1(C(OC)OC)NC(=O)NC1=O (stereo not given)	103	87	99	100	98	95	96	100
COc1ccc(C2=CC(c3ccc(OC)cc3Br)N3C=CSC3=N2)cc1 (stereo not given)	58	37	72	38	.	84	.	77
CC1CN(C(=O)c2ccccc2)CC/C1=N\O (stereo not given)	104	.	95	85	92	93	98	113
COc1c(O)c(O)cc2c3c(oc12)CC(c1ccc(Cl)cc1)CC3=O (stereo not given)	76	71	106	38	92	52	74	62
C=CCn1c(-c2nc3ccc(C(=C(C#N)C#N)c4ccccc4)cc3[nH]2)cc2cc(-c3ccccc3OC)ccc21	96	101	142	68	106	104	85	98
Cc1cc(C)c2c(c1)C(c1ccc(O)c(C)c1)(c1ccc(O)c(C)c1)C(=O)N2	97	90	93	82	101	94	92	98
CCC(CC)c1ncc[nH]1	101	98	118	94	104	104	.	103
CN(C)C1CCN(C(=O)c2ccc(NC(=O)Nc3ccc(-c4nc(N5CCOCC5)nc(N5CCOCC5)n4)cc3)cc2)CC1	3.2*[2.5 µM]	-10*[2.5 µM]	-9.0*[2.5 µM]	32[2.5 µM]	-31*[2.5 µM]	-11*[2.5 µM]	10[2.5 µM]	11[2.5 µM]
C[C@H]1c2[nH]c3ccccc3c2C[C@H]2C(=O)N(CCCCCCC(=O)NO)CC(=O)N21	89	85	90	83	94	92	88	90
O=C(O)CNC(=O)c1nc(-c2ccccc2)n(-c2ccc([N+](=O)[O-])cc2)n1	110	99	93	82	106	102	91	100
CN(C)C=C(S(C)(=O)=O)S(C)(=O)=O	103	97	111	95	90	103	97	108
O=C(O)C(=O)Cc1ccc(Br)cc1[N+](=O)[O-]	100	106	159	79	95	99	89	108
CCCCSc1n[nH]c(=S)c2nc[nH]c12	106	104	102	93	137	103	102	108
O=C1OC(c2ccc(Cl)c(Cl)c2)=C/C1=C/c1ccc([N+](=O)[O-])cc1	99	105	114	85	106	102	89	97
CCCCn1c(=O)c(/C=C/C(=O)/C=C(O)/C=C/c2cc3cc(Cl)ccc3n(CCCC)c2=O)cc2cc(Cl)ccc21	107	97	98	85	100	85	87	101
O=S(=O)(O)c1ccc(N=Nc2ccc(N=Nc3cc(S(=O)(=O)O)c4ccccc4c3O)cc2)cc1	92	97	100	78	91	103	.	95
C=CCOC(=O)C1=C(C)NC2=C(C(=O)CC(c3ccc(Cl)cc3)C2)C1c1ccc(O)cc1 (stereo not given)	83	82	98	71	101	78	69	87
Cc1ccc(NC(=O)c2sc3nc(C)c(C(=O)c4ccc(C(F)(F)F)cc4)cc3c2N)cc1	92	105	102	77	104	94	88	97
Cc1ccc(Cl)c(Nc2ccccc2C(=O)O)c1Cl	106&115&94	96&96&102	99&96&101	98&82&85	92&148&102	94&97&93	96&118&93	100&97&109
Cn1c(=O)c2[nH]c(SCC(=O)Nc3ccc(C(=O)/C=C/c4cccc([N+](=O)[O-])c4)cc3)nc2n(C)c1=O	100	89	96	103	101	98	102	97
COc1ccc(/C(C)=C(\c2ccc(OCCN3CCCCCC3)cc2)c2ccc(OC(=O)Cc3ccccc3)cc2)cc1	95	94	92	75	99	87	92	101
CC(N)C(Cc1ccc(Cl)cc1)c1ccc(Cl)cc1 (stereo not given)	87	5.9*	46	56	85	57	60	63
Nc1nc(N)nc(-c2ccccc2)n1	104	95	104	91	95	97	87	101
N=C1/C(=C2\Nc3ccccc3S2)CC(=O)N1c1ccc(SC(F)F)cc1	91	37	77	46	35	64	51	54
O=C(O)COc1c(F)cc(F)cc1Cl	102	106	104	102	100	101	94	111
CC[C@@H](c1ccc(O)cc1)[C@@H](CC)c1ccc(O)cc1	96	105	127	92	111	100	112	98
O=C1/C(=C/c2coc3ccccc3c2=O)N=C(c2ccc(Cl)cc2)N1c1ccc(S(=O)(=O)Nc2nccs2)cc1	102	96	.	81	99	99	91	106
CC(C)c1cc(C(C)C)c(S(=O)(=O)OCCO[C@H]2Cc3cc4ccc(=O)oc4cc3OC2(C)C)c(C(C)C)c1	79	66	61	49	68	72	39	71
S=c1nc[nH]c2c1ncn2C1CCCC1	110	104	101	101	91	95	69	120
COc1ccc(C2=NN(C=O)C(c3cn(-c4ccccc4)nc3-c3ccc(Cl)cc3)C2)cc1 (stereo not given)	91	78	113	75	98	96	76	99
O=C(Nc1ccc(OCc2nnc(-c3ccccc3)o2)c(F)c1)c1ccc(Cl)c(Cl)c1	86	90	102	88	92	98	100	97
CC(C(=O)n1cc(-c2ccccc2)c(-c2ccccc2)c1)c1ccccc1 (stereo not given)	108	91	99	89	92	98	92	118
O=C(CSc1nnc(-c2ccc(Cl)cc2)o1)NC1=NN=C(c2ccc(Cl)cc2)CS1	107	108	95	91	103	97	96	100
O=c1/c(=C/C=C/c2ccccc2)sc2nc3ccccc3n12	99	99	.	96	94	91	91	104
Cc1nc(/C=c2\sc3n(c2=O)C2C(NN=3)N(C)C(=O)N2C)cn1C (stereo not given)	98	106	100	90	101	100	103	103
O=C(NCCc1ccc(O)c(O)c1)c1ccsc1Nc1ccnc(C(F)(F)F)c1	88	98	98	55	93	95	93	87

# (listing goes on)
SMILES	SN12C	U251	TK-10	UO-31	SF-295	786-0	CAKI-1	SF-268
COc1cc2c(c(OC)c1OC)C(=O)CC(c1cccc(NC(=O)c3cc(NC(=O)[C@H](Cc4ccccc4)NC(=O)OC(C)(C)C)ccc3Cl)c1)O2 (stereo not given in full)	97	103	105	57	101	97	70	76
O/N=C(\CSc1nnc(-c2c[nH]c3ccccc23)n1-c1ccccc1)c1ccccc1	57	54	66	28	39	82	51	77
Cn1[nH]c(=O)[nH]c1=O	95	97	105	89	99	99	99	111
Cc1ccccc1-c1nnc(-c2cccc3ccccc23)o1	92	81	107	55	77	102	79	95
CC1=C(C(=O)OCC(C)C)C(c2ccc3c(c2)OCO3)NC(=O)N1 (stereo not given)	105	100	99	85	100	104	96	101
N#CSc1c[nH]c2cccc(/C=C/C(=O)/C=C(O)/C=C/c3cccc4[nH]cc(SC#N)c34)c12	-71*	-92*	-45*	-87*	-88*	-60*	-70*	-32*
COc1ccc(C2=Nn3c(N=Nc4c(O)n(C)c5ccc(Br)cc45)nnc3SC2)cc1	88	86	111	74	90	92	67	75
CCCCCCCCCCCl	103	99	101	81	.	99	101	104
CCOc1c(C#N)nnc2c(C#N)c(NC(=O)c3ccccc3)nn12	100	96	116	86	104	98	94	99
CS(=O)(=O)c1ccc(-c2cc3c(Nc4ccc(F)c(Cl)c4)ncnn3c2)cn1	82	75	87	67	82	97	76	89
CCCCc1cn(CCCN2C(=O)C(=O)c3ccccc32)nn1	103	108	100	82	97	101	99	106
CCC1NC(=O)C(NC(=O)c2ncccc2O)C(C)OC(=O)C(c2ccccc2)NC(=O)C2CC(=O)CCN2C(=O)C(Cc2ccc(N(C)C)cc2)N(C)C(=O)C2CCCN2C1=O (stereo not given) (tested in a mixture with another compound)	75	65	91	91	21	67	51	80
COC(=O)c1ccccc1NCCO	100	108	124	88	117	99	107	113
C/C(=N\NC(=O)Nc1cccc(C)c1)c1nnn(-c2ccc(Cl)cc2)c1C	119	101	112	84	113	103	91	104
C#CC(OC(=O)NC1CCCCC1)(c1ccccc1)c1ccccc1	116	97	92	96	105	95	.	106
CCCCCCCCCCCCOc1ccc(C(C)(C)C)cc1	118	101	98	95	109	100	101	107
CC1(c2cc3cc(Br)ccc3oc2=O)NC(=O)c2c(/C=C/C(=O)OC3CC4CCC3(C)C4(C)C)cccc2N1 (stereo not given)	76	70	104	60	64	91	78	83
O=c1[nH]c2ccccc2n2cc3cccnc3c12	51	77	84	68	.	71	68	79
O=C1OCCN1/N=C/c1ccc([N+](=O)[O-])o1	100&91	104&99	98	83&76	106&98	118&117	97&91	99&104
CSc1nc(N)c(CNC(C)c2ccccc2)c(=O)n1C (stereo not given)	101	95	120	81	117	90	107	106
COc1ccc(S(=O)(=O)n2c3ccccc3n3ncc(-c4nnc(C)o4)c23)cc1	38	32	76	45	6.7*	43	32	53
CC(=O)Nc1nc(C(=O)N2N=C(C)/C(=C/c3ccccc3)C2=O)cs1	109	104	107	81	108	105	99	105
CCCC(=O)Oc1ccc([N+](=O)[O-])cc1	104	98	105	102	95	99	96	103
COc1cc(OC)cc(C(=O)Nc2cnc(Nc3ccc(N4CCOCC4)nc3)nc2Oc2ccc(C(F)(F)F)cc2)c1	44	66	82	58	77	55	60	79
CCOC(=O)C(CC)Cc1ccc(OC)c(OC)c1 (stereo not given)	99	99	107	95	116	106	99	102
CCOC(=O)c1cc(-c2nc3ccccc3s2)c(=O)n(NS(=O)(=O)c2ccccc2)c1N	99	102	146	78	104	103	80	94
Cc1cc2nc3c4cc(O)ccc4n(CCN(C)C)c3nc2cc1C	3.5*	3.4*	5.1*	-37*	-20*	5.7*	-39*	9.2*
Cc1ccc(S(=O)(=O)NNC(=O)/C(=C\c2ccc(F)cc2)c2nc3ccccc3s2)cc1	94	99	158	61	103	100	80	92
O=C1/C(=C/c2ccc(OCCOc3ccc(Cl)cc3)cc2)N=C2SCCCN12	.	98	93	100	94	92	90	98
O=[N+]([O-])c1cccc(C(O)P(=O)(OCCCl)OCCCl)c1 (stereo not given)	87	101	93	86	73	97	91	97
